Compound activity: PubChem BioAssay, several laboratories
PP1 counter = PP1-alpha phosphatase inhibitors, primary screen, counter-screen for PP5 inhibitor project, biochemical, fluorescence, OMFP substrate, single point; hit rate 0.9% among 320,000; purified PP1alpha; AID 2235, 2010; Serine/threonine-protein phosphatase PP1-alpha catalytic subunit (Homo sapiens), P62136; inhibition, % at 6.7 µM;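 active = inhibition above the mean inhibition of all tested compounds plus 3 SD, computed separately for each screening campaign, cut at about 15% in these data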
Target sequence (P62136 whole entry, looked up): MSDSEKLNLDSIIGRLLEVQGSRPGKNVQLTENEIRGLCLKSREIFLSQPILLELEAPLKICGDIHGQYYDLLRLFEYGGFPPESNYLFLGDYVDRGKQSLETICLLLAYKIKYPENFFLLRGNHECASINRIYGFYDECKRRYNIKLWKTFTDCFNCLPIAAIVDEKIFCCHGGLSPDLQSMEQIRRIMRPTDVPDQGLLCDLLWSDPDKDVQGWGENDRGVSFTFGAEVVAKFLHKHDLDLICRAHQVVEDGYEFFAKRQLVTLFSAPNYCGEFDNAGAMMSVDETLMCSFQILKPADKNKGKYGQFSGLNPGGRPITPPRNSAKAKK
Fh CTSL1 inh = Fasciola hepatica cathepsin L1 inhibitors, primary screen, counter-screen for PFM18AAP inhibitor project, biochemical, QFRET, fluorogenic peptide substrate | hit rate 0.49% among 300,000 | inhibition, % at 5.96 µM | recombinant F. hepatica cathepsin L1, Z-Leu-Arg-MCA fluorescence;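 active = inhibition above the mean of all tested compounds plus 3 SD, set per screening campaign, cut at about 17% in these data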;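 also: 0% = plate median of test compound wells and 100% = 1 µM Z-Phe-Ala-diazomethylketone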
PREPL inhibitor = PREPL enzyme inhibitors, primary screen, biochemical, fluorescence polarization; Prolyl endopeptidase-like (Homo sapiens), Q4J6C6; recombinant PREPL, fluorescence polarization activity-based probe; inhibition, % at 5.96 µM; hit rate 0.68% among 320,000; AID 2751, 2010; in the data active = inhibition above about 43%;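 also: 0% = enzyme with DMSO and 100% = wells lacking enzyme; many of its hits are not listed in these tables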
TPT1 inh = Candida albicans TPT1 enzyme inhibitors, primary screen, biochemical, fluorescence polarization | hit rate 0.81% among 300,000 | AID 1962, 2009 | recombinant caTPT1, FP RNA substrate dephosphorylation | inhibition, % at 5 µM | tRNA 2'-phosphotransferase TPT1 (Candida albicans SC5314);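 active = inhibition above the mean of all tested compounds plus 3 SD, set per screening campaign, cut at about 24% in these data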;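 also: plate controls were DMSO alone for no effect and ferristatin control at 100 nM for full effect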
Efflux pump mplx = inhibitors of Candida efflux pumps in yeast, primary screen, S. cerevisiae, Nile Red, multiplex; S. cerevisiae Candida pump triplex; hit rate 0.44% among 330,000; AID 485275, 2010; inhibition, % at 10 µM;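 active = plate passing quality check with inhibition over a set limit, or well fluorescence over plate mean plus 4 SD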;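 also: Nile Red retained in pooled yeast measured as flow cytometry median fluorescence; 0% = buffer negative control and 100% = Enniatin B positive control; higher means more Nile Red kept so more efflux inhibition; some compounds called inactive have numbers as strong as hits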
PP5 primary = PP5 phosphatase inhibitors, primary screen, biochemical, fluorescence. Serine/threonine-protein phosphatase 5 (Homo sapiens), P53041. purified PP5c, OMFP substrate fluorescence. inhibition, % at 6.7 µM. hit rate 0.18% among 320,000. AID 1987, 2009;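 active = inhibition above the campaign's mean inhibition across all tested compounds plus 3 SD, cut at about 9.5% in these data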;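 also: 0% = DMSO only and 100% = 100 µM cantharidin control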
Target sequence (P53041 whole entry, looked up): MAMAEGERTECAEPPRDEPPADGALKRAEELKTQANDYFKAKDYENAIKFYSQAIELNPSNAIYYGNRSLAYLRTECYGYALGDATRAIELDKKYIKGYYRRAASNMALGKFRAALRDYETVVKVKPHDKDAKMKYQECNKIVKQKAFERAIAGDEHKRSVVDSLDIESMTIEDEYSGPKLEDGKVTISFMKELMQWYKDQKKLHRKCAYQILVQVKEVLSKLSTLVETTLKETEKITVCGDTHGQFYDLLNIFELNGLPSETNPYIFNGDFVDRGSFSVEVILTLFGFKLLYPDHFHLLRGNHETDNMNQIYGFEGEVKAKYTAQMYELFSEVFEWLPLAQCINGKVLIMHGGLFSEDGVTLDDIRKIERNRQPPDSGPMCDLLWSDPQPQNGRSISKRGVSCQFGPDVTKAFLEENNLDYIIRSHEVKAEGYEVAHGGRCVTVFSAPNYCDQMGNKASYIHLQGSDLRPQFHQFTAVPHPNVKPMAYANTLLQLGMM
ZTA counter = ZTA (EBV) inhibition in EBNA-1 counter-screen. P03206. ZTA-DNA binding, fluorescence polarization. inhibition, % at 11 µM. hit rate 0.15% among 320,000; in the data active = inhibition above about 33%
EBNA-1 inh = EBNA-1 DNA-binding inhibitors, primary screen, biochemical, fluorescence polarization; inhibition, % at 14.8 µM; hit rate 0.34% among 300,000; in the data active = inhibition above about 28%
HCV core dimer = inhibitors of HCV core protein dimerization, primary screen, biochemical, TR-FRET, high-throughput | inhibition, % at 5 µM | hit rate 0.33% among 300,000 | TR-FRET GST/Flag-core106 dimerization, 1536-well;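 active = inhibition above the mean of all tested compounds plus 3 SD, set per screening campaign, cut at about 45% in these data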
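Assay system: GST-tagged and Flag-tagged HCV core protein residues 1-106 / Times: compound-protein-antibody incubation 4 h at 22.5 °C / Signal: time-resolved FRET, ex 340 nm, em 617 and 671 nm / Evaluation: % inhibition based on acceptor/donor emission ratio / Benchmarks: wells lacking GST-core106 and wells with excess unlabelled core106 / Repeats: singlicate, one well per compound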
Active calls of the source: *; . = not tested or not shown.

structure,EBNA-1 inh,PP1 counter,PP5 primary,PREPL inhibitor,ZTA counter,HCV core dimer,Efflux pump mplx,TPT1 inh,Fh CTSL1 inh
COc1ccccc1NC(=O)C1=C(C)NC(=O)NC1c1ccco1 (centres undefined),-0.6,-6.4,1.6,-3.7,11.1,-0.4,0.1,-1.0,-3.5
Cc1ccnc(NC(=O)C2CCCN(S(=O)(=O)c3cnc[nH]3)C2)c1 (centres undefined),8.3,-4.0,-0.8,1.6,15.8,-2.6,-0.1,-0.3,-0.9
Cc1ccc(C#CC[N+](C)(C)CC#Cc2ccccc2)cc1,3.9,3.6,0.8,-1.6,-14.1,-5.4,0.2,0.2,-1.3
CC(NC(=O)C(=O)Nc1nccs1)c1ccccc1 (centres undefined),-0.5,-2.6,2.4,-0.1,-6.0,8.8,-0.1,-2.2,-0.2
COc1ccc(S(=O)(=O)N(C)C(C)CCc2ccco2)cc1 (centres undefined),7.0,2.5,1.6,-2.1,6.3,20.8,0.0,3.9,0.8
Cc1ccc(-n2nc3c(=O)n(CC(=O)NCCc4ccco4)nc(C)c3c2C)cc1,0.2,-2.0,-1.8,12.6,0.0,-4.3,0.2,-4.0,1.9
O=C(NC(=S)Nc1ccc(Cl)c(C(=O)O)c1)c1ccc(OCc2ccccc2)cc1,-3.4,1.2,-0.4,11.7,15.3,13.5,0.0,3.6,1.6
O=C(COc1ccccc1)N1CCN=C1SCc1ccccc1,1.0,-2.1,-1.8,-6.9,1.5,-0.2,-0.1,-0.1,-0.6
C/C(=N\NC(=S)NC1CCCCC1)c1cccc(Br)c1,-1.8,-1.8,-0.1,4.1,0.3,-4.0,0.0,1.5,-0.9
Cc1ccccc1N1C(=O)c2cccc3c(N(C)CCO)ccc(c23)C1=O,-7.7,-2.3,0.9,4.3,9.6,-3.4,0.0,-21.2,2.1
N#Cc1ccccc1N/C=C/C(=O)c1ccc(Cl)cc1,0.6,-1.1,3.0,-1.2,2.7,0.8,0.1,-2.3,-0.6
CC1CC(=O)NN=C1c1cccs1 (centres undefined),3.1,3.1,2.2,-1.9,-1.8,1.9,-0.1,-2.9,-2.3

More compounds:
structure,EBNA-1 inh,PP1 counter,PP5 primary,PREPL inhibitor,ZTA counter,HCV core dimer,Efflux pump mplx,TPT1 inh,Fh CTSL1 inh
CC(=O)Nc1ccc(NC(=O)CC2SC(=O)N(CC(=O)c3ccccc3)C2=O)cc1 (centres undefined),7.8,2.0,1.9,1.9,2.2,-8.5,-0.1,4.6,96.1*
COc1ccc(OCC(O)CN2CCCCC2)cc1 (centres undefined),-6.8,2.1,3.8,-3.3,7.3,-9.9,0.2,2.7,-5.5
CCc1cccc(NC(=O)Cc2ccc(OC)c(OC)c2)c1,-4.8,-0.4,-0.1,0.4,-0.7,3.3,0.0,0.3,-5.0
COc1ccccc1-c1cc(-c2ccc(C)cc2)nc(SCc2nnc(-c3ccccc3)o2)c1C#N,1.8,-5.9,-2.0,-5.6,6.1,44.3,0.1,0.0,-2.4
COc1ccc(CCNC(=O)CCCn2c(SCC(N)=O)nc3cc4c(cc3c2=O)OCO4)cc1OC,-6.7,-5.0,1.4,-15.2,3.4,8.0,0.1,-2.4,-1.8
C1=C[C@@H]2CCN(Cc3ccccc3)Cc3cccc(c32)C1,.,-7.5,2.7,2.8,9.4,.,0.1,.,.
CCCCS(=O)(=O)NC1=NCN(CCO)CN1,7.7,-1.2,1.7,0.4,4.4,-0.2,0.3,1.7,-4.1
CCOC(=O)c1nn(-c2ccc3c(c2)OCCO3)cc1O,-5.1,0.3,1.6,3.8,8.6,-0.6,0.0,-0.5,-5.1
Cc1cc(C)n(NC(=S)NC2CCCCC2)c(=O)c1C#N,8.5,1.0,2.8,-1.0,2.8,2.7,0.0,1.1,0.8
Cc1ccc(NC(=O)COC(=O)/C=C/c2cccc(Cl)c2)cc1S(=O)(=O)N1CCOCC1,12.9,0.0,2.1,17.2,11.8,9.1,0.0,-3.9,-11.0
COC(=O)c1c(C)oc(C)c1S(=O)(=O)Nc1ccccc1,-10.6,-2.2,1.7,8.4,-3.5,2.6,0.1,1.8,-6.5
Cc1ccc(Nc2nc(N)nc(CN3CCN(C(=O)c4ccco4)CC3)n2)cc1Cl,7.3,1.8,-0.7,30.3,10.9,7.5,-0.1,-2.0,-0.4
ClCc1ncc(-c2ccc(Cl)cc2)o1,3.5,-1.2,1.6,-5.4,9.1,-7.1,-0.1,-0.4,10.6
O=C1CNC(=S)N1c1nc2ccccc2s1,4.3,24.7*,-1.7,6.9,-5.2,-1.4,-0.2,6.5,0.0
CS(=O)(=O)N1CCn2c1nc1ccccc12,-14.0,-6.1,-1.8,6.7,2.1,1.3,-0.1,-5.1,-2.5

Some of the entries so far, with values under each structure:
Order of results – EBNA-1 inh, PP1 counter, PP5 primary, PREPL inhibitor, ZTA counter, HCV core dimer, Efflux pump mplx, TPT1 inh, Fh CTSL1 inh
- CC1CC(=O)NN=C1c1cccs1 (centres undefined)
 : 3.1, 3.1, 2.2, -1.9, -1.8, 1.9, -0.1, -2.9, -2.3
- CC(=O)Nc1ccc(NC(=O)CC2SC(=O)N(CC(=O)c3ccccc3)C2=O)cc1 (centres undefined)
 : 7.8, 2.0, 1.9, 1.9, 2.2, -8.5, -0.1, 4.6, 96.1*
- COc1ccc(OCC(O)CN2CCCCC2)cc1 (centres undefined)
 : -6.8, 2.1, 3.8, -3.3, 7.3, -9.9, 0.2, 2.7, -5.5
- CCc1cccc(NC(=O)Cc2ccc(OC)c(OC)c2)c1
 : -4.8, -0.4, -0.1, 0.4, -0.7, 3.3, 0.0, 0.3, -5.0
- COc1ccccc1-c1cc(-c2ccc(C)cc2)nc(SCc2nnc(-c3ccccc3)o2)c1C#N
 : 1.8, -5.9, -2.0, -5.6, 6.1, 44.3, 0.1, 0.0, -2.4
- COc1ccc(CCNC(=O)CCCn2c(SCC(N)=O)nc3cc4c(cc3c2=O)OCO4)cc1OC
 : -6.7, -5.0, 1.4, -15.2, 3.4, 8.0, 0.1, -2.4, -1.8
- C1=C[C@@H]2CCN(Cc3ccccc3)Cc3cccc(c32)C1
 : ., -7.5, 2.7, 2.8, 9.4, ., 0.1, ., .
- CCCCS(=O)(=O)NC1=NCN(CCO)CN1
 : 7.7, -1.2, 1.7, 0.4, 4.4, -0.2, 0.3, 1.7, -4.1
- CCOC(=O)c1nn(-c2ccc3c(c2)OCCO3)cc1O
 : -5.1, 0.3, 1.6, 3.8, 8.6, -0.6, 0.0, -0.5, -5.1
- Cc1cc(C)n(NC(=S)NC2CCCCC2)c(=O)c1C#N
 : 8.5, 1.0, 2.8, -1.0, 2.8, 2.7, 0.0, 1.1, 0.8
- Cc1ccc(NC(=O)COC(=O)/C=C/c2cccc(Cl)c2)cc1S(=O)(=O)N1CCOCC1
 : 12.9, 0.0, 2.1, 17.2, 11.8, 9.1, 0.0, -3.9, -11.0
- COC(=O)c1c(C)oc(C)c1S(=O)(=O)Nc1ccccc1
 : -10.6, -2.2, 1.7, 8.4, -3.5, 2.6, 0.1, 1.8, -6.5
- Cc1ccc(Nc2nc(N)nc(CN3CCN(C(=O)c4ccco4)CC3)n2)cc1Cl
 : 7.3, 1.8, -0.7, 30.3, 10.9, 7.5, -0.1, -2.0, -0.4

Reformatted with two lines to a compound: 2 of the compounds above.
The line under a structure holds: EBNA-1 inh	PP1 counter	PP5 primary	PREPL inhibitor	ZTA counter	HCV core dimer	Efflux pump mplx	TPT1 inh	Fh CTSL1 inh
- Cc1ccc(NC(=O)COC(=O)/C=C/c2cccc(Cl)c2)cc1S(=O)(=O)N1CCOCC1
  12.9	0.0	2.1	17.2	11.8	9.1	0.0	-3.9	-11.0
- O=C1CNC(=S)N1c1nc2ccccc2s1
  4.3	24.7*	-1.7	6.9	-5.2	-1.4	-0.2	6.5	0.0

Not all compounds are listed, so the mix of outcomes need not match the whole.
